# Bioassay records deposited in PubChem by several laboratories.
# GPR35 arrestin U2OS = GPR35 antagonists blocking zaprinast-driven arrestin recruitment, primary screen, imaging, U2OS, beta-arrestin-GFP, zaprinast agonist (AID 2058); U2OS GPR35 beta-arrestin-GFP translocation imaging, zaprinast antagonism; higher % means a stronger effect; one-dose inhibition, % at 10 µM; IC50 in µM for titrated hits; actives 0.052% (n = 290,000);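 active means inhibition of at least 50% with at least 30 cells and total cytoplasm GFP at most 10,000,000; inconclusive means under 30 cells or total GFP of 10,000,000 plus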
# MgcRacGAP inhibition = MgcRacGAP GTPase-activating activity inhibitors, confirmation, biochemical, ADP Hunter fluorescence | actives 0.6% (n = 340,000) | inhibition, % at 30 µM; hits with a dose series show IC50 in µM | AID 624330 | MgcRacGAP-stimulated Rac1 GTP hydrolysis, ADP Hunter fluorescence; higher % means a stronger effect; GST-tagged Rac1 F28L mutant substrate;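 active means first-screen hits whose inhibition reached a set limit at any dose in the follow-up dose series; inconclusive means inhibition above the set first-screen limit but never retested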;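 further: fluorescence reports GDP produced by GAP-driven GTP hydrolysis; strong numbers were not always called active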
# NTR1 ag = NTR1-driven beta-arrestin-GFP spot formation – imaging, U2OS cells, high content, primary screen (AID 493036); actives 0.17% (n = 330,000); agonist mode; activation, % at 20 µM; P30989;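 active means activation at or above 40% of the spot to cytoplasm intensity ratio, with at least 20 cells analyzed; inconclusive means wells under 20 cells, flagged as cytotoxic or low count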;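 further: 0% = DMSO without peptide and 100% = 100 nM NTR1 peptide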
# Target sequence (P30989 whole entry, looked up): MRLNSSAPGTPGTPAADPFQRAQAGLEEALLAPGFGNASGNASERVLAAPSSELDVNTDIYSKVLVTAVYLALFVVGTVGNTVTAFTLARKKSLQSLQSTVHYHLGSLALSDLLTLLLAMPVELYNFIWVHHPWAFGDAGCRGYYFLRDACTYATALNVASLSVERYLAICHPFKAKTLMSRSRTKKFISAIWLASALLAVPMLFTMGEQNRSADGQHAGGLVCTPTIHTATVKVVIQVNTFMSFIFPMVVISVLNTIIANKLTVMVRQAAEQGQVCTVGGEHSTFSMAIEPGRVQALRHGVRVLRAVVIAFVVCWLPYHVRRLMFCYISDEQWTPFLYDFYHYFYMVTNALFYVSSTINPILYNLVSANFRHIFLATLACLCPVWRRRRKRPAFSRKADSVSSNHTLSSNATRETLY
# KOR beta-arrestin-1 = kappa opioid receptor activators – cell-based, luminescence, uHTS, primary screen (AID 1777); KOR beta-arrestin recruitment, luminescence; higher % means a stronger effect; one-dose activation, % at 10 µM; EC50 in µM for titrated hits; actives 0.02% (n = 280,000); in the data active means activation above about 50%, passing the limit was not always enough; further: a part of the inactive calls stands beside numbers as strong as those of hits
# GPR55 activation = GPR55 agonists via beta-arrestin recruitment, primary screen, imaging, U2OS cells, beta-arrestin-GFP redistribution (AID 1961) | U2OS GPR55 beta-arrestin-GFP redistribution imaging; higher % means a stronger effect | activation, % at 10 µM; hits with a dose series show EC50 in µM | actives 0.048% (n = 290,000);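 active means activation above 40% with more than 50 cells counted in the well; inconclusive means wells holding fewer than 50 cells, flagged as toxic or sparse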;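 further: U2OS osteosarcoma cells stably expressing GPR55 and beta-arrestin-GFP; plate controls were DMSO negative control for no effect and LPI positive control for full effect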
# KOR beta-arrestin-2 = KOR antagonists, beta-arrestin recruitment, cell-based, luminescence, uHTS (AID 1778) | one-dose inhibition, % at 10 µM; IC50 in µM for titrated hits | KOR beta-arrestin recruitment, luminescence, antagonist mode; higher % means a stronger effect | actives 0.091% (n = 290,000); in the data active means inhibition above about 50%; further: strong numbers were not always called active
# GPR55 LPI antagonism = inhibition of LPI-stimulated GPR55 beta-arrestin translocation – imaging, U2OS, beta-arrestin-GFP, LPI agonist, primary screen (AID 2013); U2OS GPR55 beta-arrestin-GFP translocation imaging, LPI antagonism; higher % means a stronger effect; inhibition, % at 10 µM, or IC50 in µM where a hit was titrated; actives 0.13% (n = 290,000);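 active means spots per cell inhibited over 60%, with over 100 cells counted and total cytoplasm intensity under 500,000; inconclusive means wells with under 100 cells, flagged as likely toxic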;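 further: U2OS cells stably carrying GPR55 and arrestin-GFP stimulated by 5 µM LPI near EC80; imaged beta-arrestin-GFP aggregate spots per cell after agonist stimulation; plate controls were LPI-stimulated DMSO wells for no effect and DMSO wells without LPI for full effect; some results filed as inactive read as strong as hits; confirmed hits need IC50 under 10 µM and bright autofluorescent wells are also inconclusive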
# UTI89 phage lysis = inhibition of K1F phage lysis, E. coli UTI89, bacterial capsule biogenesis inhibitors, alamar blue (AID 488966); E. coli UTI89 K1F phage lysis, alamar blue, 2 h; higher % means a stronger effect; inhibition, % at 100 µM; hits with a dose series show IC50 in µM; actives 0.02% (n = 340,000);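 active means phage lysis inhibition, versus mean bacterial control, above a set limit; inconclusive means no clear call, values can overlap the other calls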;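 further: capsule biogenesis inhibitors block K1F phage lysis so surviving cells raise fluorescence; higher fluorescence means more inhibition of phage lysis; actives were called in the ten point dose series up to 300 µM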
# NOD1 inhibition = inhibition of NOD1-driven NF-kB reporter – cell-based, luminescence, uHTS, primary screen (AID 1578) | NOD1-driven NF-kB luciferase reporter cells, luminescence; higher % means a stronger effect | inhibition, % at 4 µM; hits with a dose series show EC50 in µM | actives 1% (n = 290,000); in the data active means inhibition mostly above about 36%, no sharp cut-off; inactive means mostly below about 34%;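 further: HEK-293T reporter cells stimulated with the NOD1 agonist gamma-tri-DAP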
# NTR1 ag cell count 20 µM = recorded beside NTR1 ag, whose call it bears; cell count; measured here: cell count, cytotoxicity flag
# * marks the source's active call; other numbers are inactive results; ? = inconclusive; . = no result given; [ ] = another dose, or the depositor's remark. Not all compounds are listed; count on the stated rates, not on these rows.
SMILES,GPR35 arrestin U2OS,MgcRacGAP inhibition,NTR1 ag,NTR1 ag cell count 20 µM,KOR beta-arrestin-1,GPR55 activation,KOR beta-arrestin-2,GPR55 LPI antagonism,UTI89 phage lysis,NOD1 inhibition
Cc1ccc(N/C=C/C(=O)c2ccccc2)cc1Br,-14%,-1%,3.3,56,-3.2%,0.0%,-18%[20 µM],3%,0.1%,-76%
CC1CCCCC1NC(=O)CSc1nnc(CNC(=O)c2ccccc2)n1C (stereo not given),0%,7%,1.0,80,0.7%,0.2%,6%,-8%,0.2%,-46%
N/C(Cc1nc(-c2ccc(F)cc2)cs1)=N\O,23%,.,0.7,41,.,-0.2%,14%,12%,.,-4%
O=C(CNC(=O)c1cccc(F)c1)N/N=C/c1cccc([N+](=O)[O-])c1,.,4%,-1.0,85,-1.6%,-0.3%,-48%,-14%,4.5%[50 µM],-50%
Cc1ccc(NC(NC(=O)c2ccccn2)C(Cl)(Cl)Cl)cc1 (stereo not given),0%,9%,0.4,51,4.8%,-0.2%,-37%,-6%,2.2%,7%
CC(/C=N/n1cnnc1)=C\c1ccccc1,0%,4%,0.2,93,-2.6%,0.5%,-4%,-4%,1.1%,-1%
COc1ccc(CCNc2nc(-c3ccc(O)cc3)cs2)cc1OC,4%,?,0.9,49,-0.6%,-0.1%,-6%,-2%,-2.4%,28%
Cc1cc(C)nc(SCC(=O)NCc2ccco2)n1,-6%,8%,-0.6,42,-0.1%,-0.1%,-11%,-8%,4.7%,34%
O=C1CCCCCN1Cc1nnc(SCc2nc3ccccc3s2)n1-c1ccccn1,24%,7%,1.6,85,-7.5%,0.3%,0%,11%,0.7%,-39%
O=C1c2oc3ccccc3c(=O)c2C(c2ccccn2)N1Cc1ccccc1 (stereo not given),0%,9%,1.3,40,-1.8%,-0.1%,-9%,2%,0.1%,-22%
Cc1nc(NC(=O)C2CC2)sc1C(=O)Nc1cccc(Cl)c1,-6%,11%,4.2,58,-2.8%,-0.1%,8%[20 µM],-4%,0.4%,-29%
COC(=O)C1(C(F)(F)F)N=C(C(F)(F)F)Nc2ccc(Cl)cc21 (stereo not given),13%,9%,-0.7,35,-0.4%,0.5%,8%,7%,2.5%,-1%
C[C@@H](C(=O)Nc1ccc2ccccc2c1)[C@H]1C[C@]1(C)[C@H](NC(=O)OCc1ccccc1)c1ccccc1,-17%,2%,24,79,3.7%,-0.2%,-33%,27%,0.7%,-10%
CC1=C(C(=O)Nc2ccccc2C(=O)NC2CCCCC2C)SCCO1 (stereo not given),-10%,-1%,1.2,58,1.7%,-0.1%,6%,-25%,-0.6%,7%
c1ccc(-n2c(-c3ccncc3)nnc2N2CCOCC2)cc1,0%,-1%,0.4,44,1.8%,-0.2%,6%,-2%,3.3%,-7%
COc1ccc(N2C(=O)[C@@H]3Cc4ccccc4CN3C2=O)cc1,16%,4%,-0.6,76,31%,0.2%,14%,9%,0.8%,-14%
COc1ccccc1C(=O)N1CCCC1(C#N)c1ccccc1 (stereo not given),12%,7%,-0.3,47,-1.2%,0.1%,40%,3%,5.5%,-13%
CCOC(=O)/C(C(N)=NC)=C(\O)c1ccccc1,10%,5%,2.4,50,0.2%,0.2%,31%,1%,0.0%,-35%
Cc1cnc(NC(=O)CSc2nc3ccccc3s2)s1,-6%,4%,-0.8,78,7.2%,0.2%,-9%,-10%,-0.1%,-36%
CC(C)(C)CC(=O)Nc1nnc(CCc2ccccc2)s1,5%,1%,2.4,46,-1.1%,0.2%,8%,0%,-0.8%,-48%
COc1ccc(C(CC(=O)c2ccccc2)C2CCCCC2=O)cc1 (stereo not given),1%,7%,1.5,77,0.2%,0.2%,-19%,17%,0.5%[50 µM],-6%
CC1CCCC(NC(=O)COC(=O)c2ccccc2Sc2ccccc2C#N)C1C (stereo not given),-4%,8%,15,50,-1.8%,0.5%,32%,9%,-0.3%,-34%
CC(=O)Nc1ccc(N(CC(=O)NCC2CCCO2)C(=O)CCC(=O)Nc2cc(C)on2)cc1 (stereo not given),1%,0%,0.0,54,-0.6%,-0.1%,-31%,1%,0.0%,12%
O=C(NCc1cccs1)c1ccc([N+](=O)[O-])cc1,0%,-14%,1.8,59,5.1%,-0.5%,2%,-2%,-5.7%,5%
CCOC(=O)/C(N=Nc1c(C)n(C)n(-c2ccccc2)c1=O)=C(/O)c1ccccc1,5%,4%,-0.1,39,-4.7%,-0.2%,6%,-18%,-0.8%,-11%

# The closing 4 records of the section before come first, to join the parts:
SMILES,GPR35 arrestin U2OS,MgcRacGAP inhibition,NTR1 ag,NTR1 ag cell count 20 µM,KOR beta-arrestin-1,GPR55 activation,KOR beta-arrestin-2,GPR55 LPI antagonism,UTI89 phage lysis,NOD1 inhibition
CC1CCCC(NC(=O)COC(=O)c2ccccc2Sc2ccccc2C#N)C1C (stereo not given),-4%,8%,15,50,-1.8%,0.5%,32%,9%,-0.3%,-34%
CC(=O)Nc1ccc(N(CC(=O)NCC2CCCO2)C(=O)CCC(=O)Nc2cc(C)on2)cc1 (stereo not given),1%,0%,0.0,54,-0.6%,-0.1%,-31%,1%,0.0%,12%
O=C(NCc1cccs1)c1ccc([N+](=O)[O-])cc1,0%,-14%,1.8,59,5.1%,-0.5%,2%,-2%,-5.7%,5%
CCOC(=O)/C(N=Nc1c(C)n(C)n(-c2ccccc2)c1=O)=C(/O)c1ccccc1,5%,4%,-0.1,39,-4.7%,-0.2%,6%,-18%,-0.8%,-11%
COc1ccc(-c2sc(Nc3ccc(F)c(F)c3F)nc2CCC(=O)NN)cc1,-4%,6%,34,45,-3.7%,0.3%,8%,2%,-0.1%,-37%
N#Cc1cnc(SCC(=O)N2CCCC2)nc1N,5%,7%,1.3,69,-2.2%,0.3%,-4%,-3%,-0.2%[50 µM],0%
C=CCn1c(P(=O)(O)c2ccccc2)nc2ccccc21,2%,7%,6.5,80,0.1%,0.0%,37%,8%,0.2%,17%
COc1ccccc1OCC(=O)N1CCCC(Nc2ccc(C)c(C)c2)C1 (stereo not given),4%,14%,1.3,71,4.7%,0.0%,5%,8%,-0.1%,-24%
CCN1CCN(CCOc2ccc(Br)cc2C)CC1,3%,73µM*,-1.8,37,-10%,-0.1%,-14%[20 µM],18%,0.1%,-20%
CCOc1ccc2nc(SC(C)C(N)=O)[nH]c2c1 (stereo not given),9%,4%,-1.8,79,-7.0%,-0.1%,28%,5%,-0.7%,-10%
CCC(=O)OCC(=O)Nc1ccc2c(c1)OCO2,-2%,6%,0.2,38,-4.5%,0.1%,18%,-4%,-0.5%,4%
COc1ccc(C(=O)CSc2nnc(-c3cc4ccccc4cc3O)n2Cc2ccco2)cc1,15%,13%,1.7,79,-1.8%,-0.1%,31%,10%,0.3%,28%
Cc1c(NC(=O)CSc2ccccc2Cl)c(=O)n(-c2ccccc2)n1C,-12%,9%,-0.1,98,1.7%,0.1%,-19%,-6%,0.0%,-52%
CCOC(=O)C(=O)Nc1cc(C)on1,5%,2%,2.0,60,.,0.2%,-39%[20 µM],4%,0.5%,10%
COC(=O)c1cc2occc2n1CC(=O)Nc1ccc(OC)c(OC)c1,-4%,9%,-1.2,38,7.2%,-0.1%,-33%,3%,0.1%,16%
Cc1csc2nc(CNC(=O)C3CCCCC3)cn12,-2%,-2%,1.1,94,0.2%,-0.1%,26%,-2%,-0.9%,-31%
Cc1ccc(NS(=O)(=O)c2cccc(C(=O)n3ncc(C#N)c3N)c2)c(C)c1,19%,6%,-0.6,96,3.1%,-0.3%,7%,-8%,0.5%,9%
CCC(CC)NC(=O)CO/N=C/c1ccccc1OC(F)F,4%,9%,0.6,45,17%,-0.2%,-18%,-8%,5.0%,-28%
Cc1nc2ccc(NC(=O)CCC3CCCC3)cc2s1,7%,11%,-0.6,36,-1.4%,-0.1%,-20%,-8%,-0.1%,-25%
C#CCSc1nnnn1-c1ccc(Br)c(C)c1,14%,9%,-0.3,92,-0.3%,0.5%,9%,-2%,0.1%,-6%
CCc1ccc(NC(=O)COC(=O)CCc2nc3cc(S(=O)(=O)N(CC)CC)ccc3n2C)cc1,-5%,10%,-0.2,51,-2.6%,-0.2%,20%,-2%,6.1%,-13%
CN(C)S(=O)(=O)c1cccc(NC(=O)c2cc3c(cc2Cl)N2CCCCCC2=NS3(=O)=O)c1,14%,3%,1.2,48,-6.4%,0.5%,10%,8%,-0.4%,-26%
CC1CCN(C(=O)CCNC(=O)c2ccccc2Cl)CC1,-4%,6%,3.2,56,-3.0%,0.0%,11%,8%,0.1%,-23%
Cc1ccc(C)c(S(=O)(=O)c2c[nH]c(=S)[nH]c2=O)c1,5%,13%,0.7,60,7.8%,0.2%,-39%,-31%,0.3%,26%
O=C(Nc1ccc(C(=O)NC2CCCCC2)cc1)c1cncc(Br)c1,15%,6%,3.1,40,-1.0%,0.3%,6%[20 µM],-12%,0.1%,-16%
Cc1ccc2nc3sc(-c4nnc(-c5ccccc5[N+](=O)[O-])o4)c(N)c3cc2c1,10%,.,.,.,-1.6%,0.2%,9%,8%,.,-35%
COc1cccc(C2=NOC(C(=O)Nc3cccc(C(C)=O)c3)C2)c1 (stereo not given),2%,8%,1.1,73,4.1%,-0.1%,-42%,-6%,3.7%,2%
CC(C)c1nnc(NC(=O)CC(C)c2ccccc2)s1 (stereo not given),9%,13%,1.0,62,3.6%,-0.2%,-2%,5%,-1.5%,-27%
COc1ccccc1NC(=O)Cn1cnc2c(cnn2-c2ccccc2)c1=O,20%,2%,-1.1,97,3.1%,-0.1%,1%,2%,0.6%,-12%
Clc1ccc(C=NC23CN4CN(CN(C4)C2)C3)cc1,25%,-5%,0.7,72,9.5%,-0.2%,7%,-2%,-0.2%,0%
CCN(C(=O)COC(=O)/C=C/c1cnc2ccccc2n1)C1CCS(=O)(=O)C1 (stereo not given),-11%,-10%,-0.3,68,4.4%,-0.3%,-38%,1%,0.2%,22%
Cc1ccc(/C=N/NC(=O)C[n+]2ccccc2)o1,-7%,1%,1.1,55,-2.7%,0.9%,13%,9%,2.6%,-34%
Cc1cc(C)nc(OC(=O)c2ccc(Cl)cc2Cl)n1,18%,.,1.8,61,13%,-0.1%,-133%[20 µM],0%,.,10%
COCC(O)CSc1c([N+](=O)[O-])nc(C)n1Cc1ccc(OC)c([N+](=O)[O-])c1 (stereo not given),13%,2%,0.0,45,-3.8%,-0.2%,3%,19%,2.6%,-11%
